# Source: PubChem BioAssay
# ARNT TACC3 PPI: disruptors of human ARNT/TACC3 interaction; AlphaScreen His-ARNT PAS-B/GST-TACC3 binding, luminescence; TACC3 fragment carries E629A point mutation; inhibition, % at 9.99 µM; hit rate 0.66% among 390,000; AID 623870;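 active means mean inhibition of replicates at least 50% and at least half of replicates each reaching 50%; inconclusive means half or more replicates reach 50% but mean below 50%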;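 further: 0% = complete ARNT plus TACC3 wells and 100% = ARNT alone without TACC3; many hits fall short of the cut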
# ERp5 inh: ERp5 (human) disulfide isomerase inhibition | inhibition, % at 9.99 µM | Q15084 | AID 651711 | ERp5 insulin aggregation, absorbance 650 nm, 90 min | hit rate 0.05% among 350,000;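 active means mean replicate inhibition above about 25%, with every replicate also reaching it, limit read from the data, passing the limit was not always enough; inconclusive means only one of those two criteria met; inactive means neither criterion met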
# Target sequence (Q15084 whole entry, looked up): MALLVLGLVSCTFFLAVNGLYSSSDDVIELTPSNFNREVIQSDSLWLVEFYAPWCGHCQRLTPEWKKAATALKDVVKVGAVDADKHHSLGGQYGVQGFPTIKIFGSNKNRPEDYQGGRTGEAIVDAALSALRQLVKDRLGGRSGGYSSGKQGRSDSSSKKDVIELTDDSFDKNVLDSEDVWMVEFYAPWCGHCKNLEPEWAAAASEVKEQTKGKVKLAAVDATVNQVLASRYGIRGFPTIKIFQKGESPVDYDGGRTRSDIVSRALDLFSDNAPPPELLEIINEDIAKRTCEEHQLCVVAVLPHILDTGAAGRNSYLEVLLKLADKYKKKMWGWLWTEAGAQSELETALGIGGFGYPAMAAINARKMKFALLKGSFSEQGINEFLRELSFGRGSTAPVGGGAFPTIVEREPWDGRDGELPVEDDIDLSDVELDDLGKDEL
# RAD54 branch: blocks human RAD54 Holliday junction branch migration; Q92698; FAM/BHQ fluorescence; inhibition, % at 10.4 µM; hit rate 0.14% among 360,000; AID 602329;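 active means mean normalized replicate activity at least 40 and at least half of replicates scoring 40 or more; inconclusive means only one of the two criteria met; inactive means mean below 40 and under half of replicates reaching 40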;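 further: 0% = median of neutral control wells and 100% = median of positive control wells; inhibitors cause a drop in the FAM fluorescence signal; in these data hits start at about 50%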
# PglD DTNB: inhibitors of Campylobacter jejuni PglD acetyltransferase; purified PglD enzyme, DTNB colorimetric CoA detection; inhibition, % at 12.5 µM; hit rate 0.098% among 360,000; in the data active means inhibition above about 16%, passing the limit was not always enough; inconclusive means no clear call, values can overlap the other calls; further: strong numbers were not always called active
# RAD52 inh: inhibitors of human RAD52 DNA annealing; hit rate 0.46% among 360,000; P43351; inhibition, % at 18.7 µM; recombinant RAD52 DNA annealing, FRET fluorescence; AID 651710;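 active means every replicate showing at least 50% inhibition; inconclusive means mean inhibition at least 50% but not in every replicate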
# Casp6 inh: blocks human caspase-6 cleavage activity. P55212. purified caspase-6, Z-VEID-R110 cleavage fluorescence. inhibition, % at 12.5 µM. hit rate 0.53% among 350,000. AID 686996;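 active means mean inhibition across replicates at least about 35%, with every replicate also reaching that limit, limit read from the data; inconclusive means only one of the two criteria met; inactive means neither criterion met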;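 further: 0% = median of neutral control wells and 100% = no fluorescence left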
# Target sequence (P55212 24-179 limits assumed): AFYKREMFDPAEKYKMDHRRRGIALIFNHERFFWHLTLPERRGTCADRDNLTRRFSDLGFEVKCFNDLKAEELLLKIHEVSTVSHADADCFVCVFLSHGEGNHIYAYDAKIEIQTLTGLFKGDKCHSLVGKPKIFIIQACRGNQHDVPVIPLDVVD
# Target sequence (P55212 194-293 limits assumed): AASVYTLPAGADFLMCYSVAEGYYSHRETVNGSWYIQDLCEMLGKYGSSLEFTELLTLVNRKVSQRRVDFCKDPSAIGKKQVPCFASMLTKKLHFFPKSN
# E-sel inducer: induces E-selectin expression in human endothelial cells; hit rate 0.37% among 260,000; P16581; HUVEC E-selectin immunofluorescence imaging; normalized: neutral wells 0, TNF-alpha wells 100; AID 686992; activation, % at 7.58 µM;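 active means mean E-selectin-positive cell signal at least 10% of the positive control, reached in at least 60% of replicates, without over 20% cell loss; inconclusive means no rule given, readout overlaps actives, possibly toxicity-flagged; inactive means the rest, including those meeting only one limit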;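 further: in these data hits start at about 27%; measured in HUVEC primary endothelial cells; signal is the percent of cells scored E-selectin positive by PE staining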
#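 assay system = HUVEC, human umbilical vein endothelial cells | input = 3,000 HUVEC seeded per well | medium = EGM-2 growth medium on 0.1% gelatin-coated wells | dosing = one compound dose added by pin transfer | signal = immunofluorescence imaging | read-out basis = % PE-positive cells | control set = TNF-alpha, DMSO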
# esBAF inh: inhibitors of esBAF chromatin remodeling in mouse ES cells; hit rate 2% among 350,000; Bmi1-luciferase knock-in reporter, 24 h; 100% = twice the neutral-well signal; reporter increase, % at 12.5 µM; AID 602393; in the data active means activation above about 40%; inconclusive means no clear call, values can overlap the other calls;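 further: 0% = median of the plate's neutral control wells and 100% = double that signal; a rise in the Bmi1 reporter signal indicates esBAF inhibition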
# * = called active by the depositor; ? = inconclusive; . = no result given.
SMILES,ARNT TACC3 PPI,ERp5 inh,RAD54 branch,PglD DTNB,RAD52 inh,Casp6 inh,E-sel inducer,esBAF inh
O=C(NNC(=O)C1CCCCC1)c1ccco1,2,-6,.,.,-12,-5,.,.
Cn1c(C(=O)NC2CCCC2)cc2c(=O)n(C)c3ccccc3c21,-2,9,-4,-5,-60,0,0.1,6
c1ccc(CCNC2=NCCS2)cc1,-22,2,-1,2,2,-3,.,2
COc1ccc(NC(=O)C(=O)NCCN2CCN(C(=O)c3cccc(Br)c3)CC2)cc1,-2,-1,-6,0,-1,-5,.,-1
O=C(O)CNC(=S)N(Cc1ccco1)Cc1ccccc1Cl,-14,0,-2,0,-18,4,0.0,.
OCCN(Cc1ccccc1)Cc1ccc(Cl)cc1,-3,-1,-10,-10,-18,-3,.,-4
CC(C)C[C@H](NC(=O)N1CCOCC1)C(=O)N1CCC[C@H]1C(=O)NCc1ccccc1,.,3,.,.,3,-3,0.0,.
Cc1cc([N+](=O)[O-])nn1CC(=O)N1CCN(Cc2ccccc2)CC1,-6,1,.,.,-9,3,5.4,.
C[C@H]1CCCCO[C@H](CN(C)S(=O)(=O)c2cccs2)[C@@H](C)CN([C@@H](C)CO)C(=O)c2cc(NC(=O)C3CCCCC3)ccc2O1,3,-4,-3,-38,-16,-4,-0.2,-8
OC(COCc1ccccc1)CN1CCCCC1 (stereo unspecified),1,0,-4,0,-15,3,.,-1
CCOC(=O)c1sc(NC(=O)COC(=O)CNC(=O)C2CCCCC2)c(C(=O)OCC)c1C,-7,.,10,-6,.,.,.,-4
Cc1oc2ccc(NS(=O)(=O)c3ccc(F)cc3)cc2c1C(=O)O,-4,-3,-11,0,-3,-1,-0.2,0
CCOC(=O)C1(CCCc2ccccc2)CCN(C(=O)[C@@H]2C[C@@H](C)NC(=S)N2)CC1,3,-1,3,4,-3,-2,.,2
CC(=O)Nc1cccc(NC(=O)CSc2nc(=O)n(Cc3ccccn3)c3c2CCC3)c1,3,1,9,-1,-8,2,0.0,-6
COc1ccc(CNC(=O)[C@H](C)NC(=O)C2CCN(S(=O)(=O)c3ccc(C)cc3)CC2)cc1,-28,.,8,2,.,.,.,11
O=C(Cc1cccs1)Nc1cccnc1,0,-1,7,-4,-3,-2,.,-1
O=C(c1ccc2c(c1)OCO2)N1CC[C@H]2[C@H](CO)Nc3ccc(-c4ccccc4)cc3[C@H]21,3,0,1,0,-7,-2,-0.9,5
CCCN1C[C@H](C)[C@H](OC)CN(C)C(=O)c2ccc(NC(=O)COC)cc2OC[C@H]1C,-1,-3,1,2,13,1,0.2,-6
COc1cccc(C2/C(=C(/O)c3cnn(-c4ccccc4)c3C)C(=O)C(=O)N2CCN(C)C)c1 (stereo unspecified),-2,.,4,4,.,.,.,0
COC(=O)c1nn(-c2ccccc2)c(=O)cc1O,-11,-2,.,.,-13,-5,.,.
O=C(N1CCN(c2ccccc2)CC1)C12CC3CC(CC(C3)C1)C2,11,4,2,2,-4,-1,.,-1
C/C(=N\NC(=O)c1cc(C)nc2ccc(C)cc12)c1ccncc1,2,-15,-8,-3,-14,0,-1.6,.
O=C(Nc1ccc(F)c(Cl)c1)C1CC(=O)N(Cc2ccccc2)C1 (stereo unspecified),-10,1,9,-2,-5,1,0.2,.
Cc1cccc(-c2ccc([C@H]3[C@@H](CO)N4CCCCN(S(=O)(=O)c5cccs5)C[C@@H]34)cc2)c1,-9,1,1,-1,-15,-4,-0.4,.
CC(=O)c1ccc(NC(=O)C[n+]2ccccc2)cc1,-1,3,-3,-7,-5,-15,1.9,0
CN(C1CCCCC1)S(=O)(=O)Cc1ccccc1,0,-7,.,.,-6,0,.,.
COC(=O)c1ccccc1NC(=O)CN1CCC(n2nnc3cc(C(F)(F)F)ccc32)CC1,-1,.,-2,3,.,.,.,-7
Nc1ccc2c(c1)C(=O)c1ccccc1-2,-2,-3,20,-5,1,0,-0.1,15
Cc1cccc(NC(=O)c2cc(-c3cccnc3)nc3c(C)cccc23)n1,10,14,1,5,-55,-3,-0.5,-2
C[C@H]1CN([C@@H](C)CO)S(=O)(=O)c2ccc(C#CC3(O)CCCC3)cc2O[C@@H]1CN(C)C,-5,2,4,0,11,-2,-0.5,-2
Cc1nc(C)c(-c2csc(Nc3ccc(S(N)(=O)=O)cc3)n2)s1,-8,0,-1,7,-10,0,.,3
O=C(NN=C(c1ccccc1)c1ccccn1)c1ccccc1,57*,-5,.,.,2,3,.,.
CCCC#Cc1cnc2c(c1)C(=O)N([C@H](C)CO)C[C@H](C)[C@@H](CN(C)C(=O)Cc1cccnc1)O2,6,15,0,3,-3,-1,0.2,5
O=C(CSc1nnnn1-c1ccc2c(c1)OCCO2)N1CCc2ccccc21,-5,-8,0,1,-7,-3,.,16
COc1cccc(N2CCN(C(=S)Nc3cccc(C)c3)CC2)c1,1,.,0,-2,.,.,.,9
Brc1cnc2nc(SCc3nc4ccccc4[nH]3)[nH]c2c1,.,2,-2,6,0,-1,53*,.
O=S(=O)(NC[C@H]1[C@@H](c2ccccc2)[C@@H](CO)N1CC1CC1)c1ccccc1,-4,2,-7,-2,-16,-4,0.0,2
CC(C)NS(=O)(=O)c1ccc(CCC(=O)N2CCOCC2)cc1,-8,.,-6,4,.,.,.,-8
Cc1ccc(S(=O)(=O)NCC[C@H]2CC[C@@H](NC(=O)Nc3ccccc3F)[C@@H](CO)O2)cc1,-12,0,-7,0,7,0,-0.9,1
O=C(Nc1ccn(CCCNC2CCN(Cc3ccccc3)CC2)c(=O)n1)OCc1ccccc1,.,-1,-2,-2,-7,-24,-0.7,1

# 5 records drawn at random from those above:
SMILES,ARNT TACC3 PPI,ERp5 inh,RAD54 branch,PglD DTNB,RAD52 inh,Casp6 inh,E-sel inducer,esBAF inh
COc1cccc(C2/C(=C(/O)c3cnn(-c4ccccc4)c3C)C(=O)C(=O)N2CCN(C)C)c1 (stereo unspecified),-2,.,4,4,.,.,.,0
O=C(N1CCN(c2ccccc2)CC1)C12CC3CC(CC(C3)C1)C2,11,4,2,2,-4,-1,.,-1
OCCN(Cc1ccccc1)Cc1ccc(Cl)cc1,-3,-1,-10,-10,-18,-3,.,-4
Nc1ccc2c(c1)C(=O)c1ccccc1-2,-2,-3,20,-5,1,0,-0.1,15
O=C(Cc1cccs1)Nc1cccnc1,0,-1,7,-4,-3,-2,.,-1

# The results go on.
SMILES,ARNT TACC3 PPI,ERp5 inh,RAD54 branch,PglD DTNB,RAD52 inh,Casp6 inh,E-sel inducer,esBAF inh
O=c1c2cc(Br)ccc2[nH]c(=S)n1Cc1cccnc1,0,.,-4,0,.,.,-1.1,-1
C[C@H]1CN([C@@H](C)CO)C(=O)c2cccc(NC(=O)Nc3ccc(C(F)(F)F)cc3)c2O[C@@H]1CN(C)S(=O)(=O)c1ccc(F)cc1,8,4,-1,4,2,0,1.2,6
Nc1ccccc1OCCOCCOCCOc1ccccc1N,-6,.,-12,-1,.,.,.,-4
Nc1cc(OC(=O)c2ccc(F)cc2)nn1S(=O)(=O)c1ccc(F)cc1,11,3,-3,6,-9,-1,-0.1,-4
CC(NS(=O)(=O)c1ccc(OCC(=O)NCc2cccnc2)cc1)c1ccccc1 (stereo unspecified),3,?,-5,3,-13,-2,.,2
COCCCn1c(=O)/c(=C\c2ccc(OC(F)F)c(OC)c2)s/c1=C(/C#N)C(N)=O,3,-6,.,.,-61,0,-1.7,.
Cc1ccc(C)c(OCCC(=O)Nc2cccc(S(=O)(=O)NC3=NCCCCC3)c2)c1,.,1,1,3,-6,0,.,1
O=C(NCc1ccccc1)NC(=O)c1ccccc1,-11,.,-2,-4,.,.,.,2
COc1ccc(S(=O)(=O)N2CN3CCN(C3)C2)cc1OC,1,2,3,-3,-7,-38,-0.2,-1
O=C/C=C/c1ccc(-c2ccccc2)cc1,-3,1,7,-1,7,15,.,.

# A different layout for some results above:
# Under each structure – ARNT TACC3 PPI, ERp5 inh, RAD54 branch, PglD DTNB, RAD52 inh, Casp6 inh, E-sel inducer, esBAF inh
C[C@H]1CN([C@@H](C)CO)S(=O)(=O)c2ccc(C#CC3(O)CCCC3)cc2O[C@@H]1CN(C)C
→ -5, 2, 4, 0, 11, -2, -0.5, -2
Cc1nc(C)c(-c2csc(Nc3ccc(S(N)(=O)=O)cc3)n2)s1
→ -8, 0, -1, 7, -10, 0, ., 3
O=C(NN=C(c1ccccc1)c1ccccn1)c1ccccc1
→ 57*, -5, ., ., 2, 3, ., .
CCCC#Cc1cnc2c(c1)C(=O)N([C@H](C)CO)C[C@H](C)[C@@H](CN(C)C(=O)Cc1cccnc1)O2
→ 6, 15, 0, 3, -3, -1, 0.2, 5
O=C(CSc1nnnn1-c1ccc2c(c1)OCCO2)N1CCc2ccccc21
→ -5, -8, 0, 1, -7, -3, ., 16
COc1cccc(N2CCN(C(=S)Nc3cccc(C)c3)CC2)c1
→ 1, ., 0, -2, ., ., ., 9
Brc1cnc2nc(SCc3nc4ccccc4[nH]3)[nH]c2c1
→ ., 2, -2, 6, 0, -1, 53*, .

# ARNT TACC3 PPI: entries above that show a hit
SMILES | ARNT TACC3 PPI | ERp5 inh | PglD DTNB | RAD52 inh | Casp6 inh | esBAF inh
O=C(NN=C(c1ccccc1)c1ccccn1)c1ccccc1 | 57* | -5 | . | 2 | 3 | .

# Going on with the list:
SMILES,ARNT TACC3 PPI,ERp5 inh,RAD54 branch,PglD DTNB,RAD52 inh,Casp6 inh,E-sel inducer,esBAF inh
COc1ccc(S(=O)(=O)Nc2ccc3c(c2)C(=O)N([C@H](C)CO)C[C@H](C)[C@@H](CN(C)CC2CCCCC2)O3)cc1,0,0,7,10,8,-1,.,-3
O=C(OCc1c(Cl)cccc1Cl)c1cccnc1,-6,.,-3,-6,.,.,.,2
COc1cccc(/C=C/C(=O)OC(C)C(=O)Nc2c(C)n(C)n(-c3ccccc3)c2=O)c1 (stereo unspecified),1,0,.,.,-1,3,-3.0,.
COc1ccc(C(C(=O)NC2CCCC2)N(Cc2ccccc2)C(=O)CNC(=O)c2ccco2)cc1 (stereo unspecified),35,.,-1,6,.,.,.,-7
S=C1NC[C@H](c2ccccc2)N1CC1CCCCC1,8,6,-1,-5,-1,1,0.7,-6
CO[C@H]1CN(C)C(=O)c2ccc(NS(=O)(=O)c3ccc(C)cc3)cc2OC[C@@H](C)N(Cc2nccs2)C[C@@H]1C,-10,1,2,3,-16,0,-0.6,3
C[C@@H]1CCCCO[C@@H](CN(C)C(=O)Nc2ccc3c(c2)OCO3)[C@H](C)CN([C@@H](C)CO)C(=O)c2cc(NS(=O)(=O)c3cn(C)cn3)ccc2O1,17,-8,3,-43,-5,-1,0.1,0
O=C(O)CCC(=O)Nc1ccc(Br)cc1C(=O)c1ccc(Cl)cc1,0,-1,-2,-5,5,-2,-0.1,-6
